Assay outcomes from PubChem.
ADAM10 inh – human ADAM10 inhibitors, primary screen, biochemical, QFRET, HTS; inhibition, % at 7 µM; hit rate 0.62% among 370,000; Disintegrin and metalloproteinase domain-containing protein 10 (Homo sapiens), O14672; AID 720582, 2013; recombinant ADAM10, EDANS/DABCYL FRET peptide cleavage, 3 h;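 active = inhibition above a per-campaign cutoff equal to the mean of compounds falling between control-based bounds plus 3 SD, cut at about 20% in these data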;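 also: 0% = DMSO wells while the 100% control is not disclosed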
ssDAF-12 act – S. stercoralis DAF-12 nuclear receptor activators, primary screen, cell-based, luminescence, HEK293, GRIP1 co-expression, lit1-tk-luc; AID 652126, 2013; Nuclear hormone receptor DAF-12 (Strongyloides stercoralis); activation, % at 6.8 µM; HEK293 ssDAF-12/GRIP1 lit1-tk-luc reporter; % of 3 µM dafachronic acid response; hit rate 1% among 370,000;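 active = activation above the mean over all tested compounds plus 3 SD, cut at about 0.9% in these data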;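 also: 0% = DMSO-only wells and 100% = 3 µM delta7-dafachronic acid wells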
sPLA2-III inh – human group III sPLA2 inhibitors, primary screen, biochemical, QFRET, BODIPY PC-A2 liposome substrate; AID 743126, 2013; hit rate 0.56% among 370,000; inhibition, % at 12.2 µM; QFRET BODIPY PC-A2 liposome hydrolysis, fluorescence;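 active = inhibition above mean plus 3 SD of compounds lying within the high and low control bounds, cut at about 19% in these data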;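 also: 0% = median of test compound wells and 100% = no enzyme DMSO wells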
hcDAF-12 act – H. contortus DAF-12 nuclear receptor activators, primary screen, cell-based, luminescence, HEK293, lit1-tk-luc reporter; HEK293 hcDAF-12 lit1-tk-luc reporter; 0% DMSO, 100% Δ7-dafachronic acid; activation, % at 6.8 µM; hit rate 1.4% among 370,000;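 active = activation above the mean of all tested compounds plus 3 SD, cut at about 5.5% in these data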;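 also: 100% = response to 3 µM Δ7-dafachronic acid high control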
DAX1 inh-1 – DAX1 (NR0B1) inhibitors, primary screen, cell-based, HEK293, Gal4-DAX1, luciferase luminescence; HEK293 Gal4-DAX1 luciferase reporter; inhibition, % at 6.75 µM; Nuclear receptor subfamily 0 group B member 1 (Homo sapiens), P51843; AID 504766, 2011; hit rate 0.99% among 340,000;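 active = inhibition above the mean over all tested compounds plus 3 SD, cut at about 4.2% in these data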;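 also: 0% = DAX1-transfected cells with DMSO and 100% = empty-vector control cells with DMSO; inhibition shows as a rise in luminescence from relieved DAX1 repression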
GAA850 FXN act – FXN promoter activators, primary screen, cell-based, luciferase luminescence, HEK293 lucGAA850 | activation, % at 6 µM | HEK293 lucGAA850 FXN promoter luciferase reporter, 24 h; percent of 10 µM SAHA response | hit rate 0.56% among 360,000;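 active = activation above the average of all compounds screened plus 3 SD, cutoff fixed separately per campaign, cut at about 7.5% in these data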;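 also: 0% = DMSO wells and 100% = 10 µM SAHA wells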
DAX1 inh-2 – DAX1 (NR0B1) inhibitors on StAR promoter, primary screen, cell-based, luminescence, SF-1 (NR5A1), full-length DAX-1. hit rate 1.1% among 370,000. inhibition, % at 6.8 µM. HEK293T StAR-luciferase reporter, SF-1/DAX-1 repression relief. AID 652010, 2013;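 active = inhibition above the mean over all tested compounds plus 3 SD, cut at about 3.6% in these data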;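 also: 0% = DAX-1 cells with DMSO and 100% = cells lacking DAX-1 with DMSO; higher inhibition means more luminescence from relief of DAX-1 repression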
PLC-gamma1 inh – PLC-gamma1 enzyme inhibitors, primary screen, biochemical, fluorescence, purified enzyme | 1-phosphatidylinositol 4,5-bisphosphate phosphodiesterase gamma-1 (Homo sapiens), P19174 | fluorogenic substrate | inhibition, % at 12.2 µM | hit rate 0.84% among 370,000 | AID 720700, 2013; in the data active = inhibition above about 9.5%
PLC-beta3 inh – human PLC-beta3 inhibitors, primary screen, biochemical, fluorescence; 1-phosphatidylinositol 4,5-bisphosphate phosphodiesterase beta-3 (Homo sapiens), Q01970; Purified PLC-beta3, fluorogenic substrate; hit rate 0.18% among 370,000; inhibition, % at 12.2 µM; in the data active = inhibition above about 11%;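 also: 0% = median of compound wells on plate and 100% = full blocker control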
Target sequence (Q01970 whole entry, looked up): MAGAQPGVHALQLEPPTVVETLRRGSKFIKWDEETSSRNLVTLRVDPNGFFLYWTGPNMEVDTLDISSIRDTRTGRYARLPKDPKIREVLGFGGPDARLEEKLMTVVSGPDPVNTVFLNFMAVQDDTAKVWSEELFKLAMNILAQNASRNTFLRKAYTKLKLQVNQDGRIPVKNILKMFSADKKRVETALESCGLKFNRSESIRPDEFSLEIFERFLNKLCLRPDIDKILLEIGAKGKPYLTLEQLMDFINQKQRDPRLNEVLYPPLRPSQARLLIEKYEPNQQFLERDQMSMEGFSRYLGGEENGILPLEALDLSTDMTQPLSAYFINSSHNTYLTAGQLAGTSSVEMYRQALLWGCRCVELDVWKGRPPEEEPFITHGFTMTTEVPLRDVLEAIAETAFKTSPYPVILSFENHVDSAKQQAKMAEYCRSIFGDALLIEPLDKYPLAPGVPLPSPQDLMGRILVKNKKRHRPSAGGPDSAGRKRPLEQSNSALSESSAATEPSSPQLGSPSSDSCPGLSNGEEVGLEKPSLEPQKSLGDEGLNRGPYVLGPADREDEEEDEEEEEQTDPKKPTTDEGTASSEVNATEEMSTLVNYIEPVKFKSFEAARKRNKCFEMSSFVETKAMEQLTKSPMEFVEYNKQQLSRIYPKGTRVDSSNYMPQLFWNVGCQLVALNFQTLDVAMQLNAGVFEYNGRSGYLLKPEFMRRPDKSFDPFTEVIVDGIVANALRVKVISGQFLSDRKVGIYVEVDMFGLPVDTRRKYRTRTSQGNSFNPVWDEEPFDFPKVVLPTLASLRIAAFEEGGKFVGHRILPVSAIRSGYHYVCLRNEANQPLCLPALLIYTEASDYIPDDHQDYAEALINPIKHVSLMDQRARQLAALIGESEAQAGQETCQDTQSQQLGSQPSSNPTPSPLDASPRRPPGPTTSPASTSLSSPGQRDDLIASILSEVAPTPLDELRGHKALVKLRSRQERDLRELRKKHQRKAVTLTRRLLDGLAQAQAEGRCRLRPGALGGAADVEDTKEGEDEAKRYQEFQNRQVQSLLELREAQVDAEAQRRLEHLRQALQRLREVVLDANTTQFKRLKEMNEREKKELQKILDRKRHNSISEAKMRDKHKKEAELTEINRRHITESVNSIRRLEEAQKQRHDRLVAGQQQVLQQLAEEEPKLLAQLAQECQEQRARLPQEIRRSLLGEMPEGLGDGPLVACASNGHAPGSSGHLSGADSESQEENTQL
ADAM17 inh – ADAM17 inhibitors, primary screen, biochemical, QFRET; recombinant ADAM17, EDANS/DABCYL FRET peptide cleavage; inhibition, % at 6.95 µM; AID 720648, 2013; hit rate 0.83% among 370,000; Disintegrin and metalloproteinase domain-containing protein 17 (Homo sapiens), P78536;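 active = inhibition above the mean of compounds lying between control limits plus 3 SD, set per campaign, cut at about 8.5% in these data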;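 also: 0% = DMSO-only wells as the low control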
hgDAF12 agonist – H. glycines DAF-12 receptor agonists, primary screen, cell-based, luminescence, HEK293, GAL4 fusion, UAS-luciferase | Nuclear hormone receptor DAF-12 (Heterodera glycines), GAL4 fusion | HEK293 GAL4-hgDAF12 UAS-luciferase reporter, agonist luminescence; normalized to butyrate control | activation, % at 6.8 µM | hit rate 1.8% among 370,000 | AID 687014, 2013;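 active = activation above a cutoff set at the mean of all screened compounds plus 3 SD, cut at about 10% in these data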;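 also: 0% = DMSO wells and 100% = sodium butyrate wells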
The depositor's hits bear a star; i = inactive; / = no result given. Outcome played no part in choosing rows. Share with any hit: about 6.9%.

Each structure is followed by: ADAM10 inh, ssDAF-12 act, sPLA2-III inh, hcDAF-12 act, DAX1 inh-1, GAA850 FXN act, DAX1 inh-2, PLC-gamma1 inh, PLC-beta3 inh, ADAM17 inh, hgDAF12 agonist
N/C(=N\OC(=O)COc1cc(Cl)c(Cl)cc1Cl)c1ccncc1
    -5, -0.8, 9, 1.4, /, /, 0.2, -2, -5, 2, 1.9
CC1(c2nnc(-c3ccccc3)o2)CC(c2cccnc2)=NO1 (centres undefined)
    -30, -1.3, 6, -2.0, 0.2, -0.9, -0.1, -4, -3, -9, 1.5
COCCCNC(=O)CNC(=S)N(Cc1cc(OC)c(OC)c(OC)c1)C1CCCC1
    -1, -1.4, 26*, 0.9, -1.2, -2.2, 0.1, 0, -7, 3, -2.7
O=C(CSc1ccc2nnc(-c3ccncc3)n2n1)Nc1ccc2c(c1)OCCO2
    -3, -0.6, -1, -1.1, 0.5, 1.8, -0.5, 5, 6, 3, 1.8
CN(Cc1ccccc1)S(=O)(=O)c1csc(C(N)=O)c1
    -3, -1.2, 0, -3.6, -0.1, -1.7, -0.4, 4, -6, -4, 0.3
O=C(OCC#CCSc1nnc(-c2ccccc2)o1)c1ccc(F)cc1
    4, -1.5, -11, 1.6, /, /, /, 1, -1, -1, 3.9
O=C(CCN1CCCO1)N1CCCC(N2CCN(c3cccc(C(F)(F)F)c3)CC2)C1 (centres undefined)
    0, -0.7, 0, 1.2, -0.1, -0.3, -0.6, 1, -4, 0, -0.3
CCCCC[C@@H](C)N1C[C@@H](COCc2ccccc2)Oc2cc(N3CC[C@@H](O)C3)ccc2S1(=O)=O
    20*, -1.0, -16, -0.2, /, /, -0.5, 0, 0, 6, 3.1
Cc1cc(=O)n(C)c(=O)n1CCCCCN1CCCC1
    7, -1.0, 11, -0.7, -0.2, 0.7, 0.6, 11*, 7, 4, 1.1
CCN(CC)C(=O)CSc1ncnc2c(-c3cccs3)nsc12
    -33, 0.9*, -3, 2.1, 0.8, 5.1, 1.0, -317, -449, -13, 2.2
CN=c1scc(-c2ccco2)n1/N=C/c1ccc(O)c(O)c1
    -6, 0.1, 6, 8.4*, -0.6, 16*, 2.2, -40, -41, -5, 17*
O=C(Cc1cccc2ccccc12)NC(NC(=S)Nc1ccccc1Cl)C(Cl)(Cl)Cl (centres undefined)
    -2, -1.5, -10, -2.7, -2.1, -3.2, -0.4, 0, 3, 1, -8.0
CC(=O)Nc1ccc(S(=O)(=O)Nc2nc(C)nc3sc4c(c23)CCC4)cc1
    -3, -1.7, 2, -0.9, 0.6, 1.0, -0.3, -3, -16, -6, -2.0
O=C(C[n+]1ccccc1)c1ccc(NC(=O)c2ccccc2)cc1
    0, -1.4, 3, -1.4, 0.3, 1.0, -0.2, -5, -2, 1, 3.7
CC(C)Nc1nc(Cl)nc(N(C#N)CN2C(=O)c3ccccc3S2(=O)=O)n1
    4, -0.9, 2, 0.4, -1.2, 0.3, 0.3, 1, -8, 0, -2.4
Cc1ccc(C)c(NC(=S)N2CCC(C(=O)c3ccc(F)cc3)CC2)c1
    -7, -1.1, 2, 0.0, 0.0, -1.1, 1.8, 0, 1, -3, 2.5
COc1ccc(N(CC(=O)N2CCCC(C)C2)S(=O)(=O)c2c(C)nn(C)c2C)cc1 (centres undefined)
    -2, -0.8, 0, -1.7, 0.2, 0.5, 0.0, 1, -1, 1, -0.5
CCOC(=O)[C@]12CCCC=C1N(CCC1=CCCCC1)C(=O)[C@H](CC(=O)N1CCSCC1)C2
    -2, -0.6, -1, 0.8, /, /, 1.2, 1, 4, -3, -2.8
O=C(O)CC(NS(=O)(=O)c1cccc2nsnc12)c1ccc(F)cc1 (centres undefined)
    8, -0.6, -2, 2.5, 1.1, 1.9, 0.4, 4, 6, 4, 1.4
CN(C)CCCNC1CS(=O)(=O)CC1O (centres undefined)
    -5, -1.0, 5, -2.0, 1.3, -1.0, -0.3, 0, 0, -7, 0.7
Cc1ccc(S(=O)(=O)NNC(=O)CCC(=O)Nc2ccccc2Cl)cc1
    -10, -0.6, -2, -0.8, 0.6, 0.5, 1.2, -2, -5, -6, 2.2
COc1ccc(CCNC(=O)CN2CCN(c3cccc(C(F)(F)F)c3)CC2)cc1
    10, -1.7, -5, -1.6, 0.3, 2.2, -0.1, 1, 0, 3, -2.2
CCOc1ccccc1NCN1C(=O)c2ccccc2C1=O
    -4, -1.2, 2, 1.8, 1.4, -0.4, -0.1, 4, 1, -1, 2.0
O=C(NCc1cccc(Cl)c1)c1ccc(CS(=O)Cc2ccccc2Cl)o1 (centres undefined)
    1, -1.5, -8, -0.9, -0.8, 0.4, -3.3, 3, -6, 1, -2.2
CSc1c(-c2ccccc2)nc2ccccc2c1C(=O)O
    -8, -1.5, 2, 0.6, 2.3, 3.2, -0.2, 2, 0, -1, -0.5
Cc1ccc(NC2=NCC(=O)N2Cc2cccs2)cc1C
    12, -0.9, -6, -0.3, 2.1, 3.2, 0.4, -1, 1, -1, 3.6
COc1ccc([N+](=O)[O-])cc1NC(=O)N(C)Cc1ccco1
    6, -1.0, 4, -1.3, 1.4, -0.7, 0.0, 3, -4, 0, 0.9
CCN1C/C(=C/c2cccs2)c2nc3ccccc3c(C(=O)O)c2C1
    -44, -0.8, 0, 1.2, -1.0, 1.6, -0.4, -59, -90, -21, -1.5
CCCCCOc1ccc(Br)cc1CSC(=N)N
    -6, -2.8, 29*, -4.0, -2.6, -5.8, -3.4, 3, 4, -2, -3.8
CCN(C(=O)CN1C(=O)NC2(CCCC2)C1=O)c1nc2c(C)cccc2s1
    -8, -1.1, 10, 0.0, 0.0, 0.4, 0.4, 7, 4, 0, -1.3
CNc1cncc(-c2cccc(OC)c2F)n1
    i, 0.6, 4, 3.0, /, 5.2, 4.2*, i, i, i, 9.4
CC1=CC(c2ccccc2)n2nc(N3C(=O)CCC3=O)nc2N1 (centres undefined)
    i, -0.5, 5, 0.0, -0.3, 1.6, -0.5, -370, -451, -485, 3.2
O=C(CCCN1C(=O)[C@H]2CC=CC[C@H]2C1=O)NCc1nc(-c2ccc(Cl)cc2)no1
    -4, -0.9, -8, 0.3, 0.4, 1.3, -0.3, -4, -12, -4, 0.5
COc1ccccc1NC(=O)c1oc2ccc(C)cc2c1C
    -3, -0.1, 7, 4.1, 0.6, 2.4, 0.1, -20, -23, -4, 6.5
Cc1ccc(S(=O)(=O)N2CCCCC2)cc1C(=O)NCc1ccccn1
    -7, -1.2, 1, -2.0, 0.5, 0.4, 0.1, 1, 0, 1, -2.2
O=C(C(=O)N1CCCC1)c1c(-c2ccccc2)[nH]c2ccccc12
    2, -1.0, 3, 2.8, 1.1, 0.9, -0.2, 7, 2, 4, -1.0
COCCN1Cc2cc3cc(C)ccc3nc2SC1=Nc1ccc(OC)cc1
    3, -1.1, -5, -1.2, -1.6, 0.6, -0.4, -2, 1, 0, 0.1
Cc1[nH]cnc1CSCCN
    13, -1.1, 3, 1.5, 1.0, 0.5, -1.1, 5, 3, 1, 2.6
CC1(C)Cc2nc3sc4c(=O)[nH]cnc4c3cc2CS1
    -13, -0.8, 0, 0.7, 0.1, 0.1, 0.7, -8, -10, -3, -1.4
Cc1cc(S(=O)(=O)NC2CCCCC2)ccc1OCC(=O)NCc1cccnc1
    5, -0.8, -3, -0.9, 1.2, 1.2, -0.5, 2, -30, 3, -2.4
Cc1cc(C(=O)CSc2nn3c(=O)c(C(C)(C)C)nnc3s2)c(C)n1C1CC1
    0, -1.5, 19, -0.8, -1.6, 0.9, -0.7, -5, -4, 1, -0.1
COc1cccc(C2(c3cccc(OC)c3)CC2C(=O)Nc2ccccc2Cl)c1 (centres undefined)
    -2, -1.4, 6, 2.4, -0.2, -2.2, -0.2, 4, -3, 3, -1.9
CN1CCN(c2ccc(NC(=O)C(C)(c3ccccc3)c3ccccc3)cc2)CC1
    -9, -1.1, 3, -1.3, 0.0, -0.1, 0.3, 3, 1, -6, -1.3
CCCCCC(=O)N(CN1C(=O)CCC1=O)c1ccccc1
    -2, -1.5, 2, -0.3, 0.6, -2.9, -1.0, 4, 4, 1, -0.2
O=C1C2C(C(=O)N1CC1CCCO1)C1C=CC2C12CC2 (centres undefined)
    -6, -1.2, 10, -0.9, 0.8, -1.2, 0.5, 5, 7, 1, -0.6
O=C(NNC(=O)C1CCN(S(=O)(=O)c2c(Cl)cccc2Cl)CC1)c1ccccc1O
    -90, -0.1, 25*, 0.2, -0.5, 1.8, -1.6, -25, -28, -23, -2.5
O=c1cnnc(SCc2ccc([N+](=O)[O-])cc2)[nH]1
    13, 0.0, -11, -0.2, 0.0, 3.8, -0.2, 2, 1, 1, 2.9
COC(=O)c1c(NC(=O)c2ccccc2N(C)S(=O)(=O)c2ccccc2)sc2c1CCCC2
    -17, -1.1, 6, -1.6, -0.3, -3.9, 0.1, -6, -10, 0, 0.1
c1cncc(CSc2ccc(-c3ccc4c(c3)OCO4)nn2)c1
    6, -1.1, 0, 5.6*, 0.1, 2.7, 2.2, 5, -3, 1, 5.3
CCc1cccc(NC(=O)C2CCCN2C(=O)Nc2ccc(C)cc2)c1 (centres undefined)
    8, 0.0, 9, 1.1, -0.7, -1.2, -0.3, 1, -9, -4, -1.7
CCOC(=O)Cc1c(C)nc2c(-c3ccccc3)c(C)nn2c1C
    8, -1.3, 5, -1.9, -0.8, 2.4, -0.2, -26, -28, -2, -1.4
COc1ccc(S(=O)(=O)NCCS(=O)(=O)N2CCN(c3ccccc3)CC2)cc1
    -9, -0.8, 0, 1.0, 2.4, -3.3, 1.4, 3, -10, -5, -3.1
Cc1ccc(S(=O)(=O)N2CCN3CCCC3C2)cc1 (centres undefined)
    8, -1.1, 9, 0.2, -0.5, 1.4, 0.1, 1, -1, 0, -1.6
O=C(CSc1nnc(-c2ccc(C(F)(F)F)cn2)o1)Nc1ccccc1Cl
    -2, -1.7, -32, -0.2, 2.7, 1.0, 1.7, 0, -8, 1, 4.7
Cc1nc2c(c(=O)c3ccccc3n2C)c(=O)n1-c1ccc(F)cc1
    5, -0.3, 8, 3.9, 0.0, -3.3, -0.1, 5, -1, 5, 0.4
